EWS-Fli block – EWS/Fli transcriptional activity inhibition; A673 NR0B1-luciferase reporter, viability-normalised; inhibition, % at 12.6 µM; 350,000 tested, 0.67% active; AID 651661;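 active means mean inhibition of at least 50% after viability correction, with every replicate also passing that limit; inconclusive means mean reaches 50% but only one of two replicates passes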;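 further: firefly luciferase signal divided by Alamar Blue viability fluorescence both relative to DMSO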
ERAP1 inh – blocks human ERAP1 aminopeptidase activity. Q9NZ08. recombinant ERAP1, Leu-AMC fluorescence, 60 min. inhibition, % at 10.7 µM. 340,000 tested, 0.15% active. AID 652197;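 active means mean replicate inhibition of at least 30%, or all replicates individually reaching that 30% level; inactive means mean below 30% and not every replicate reaching it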;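 further: 0% = neutral control wells and 100% = L-leucinethiol positive control wells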
Target sequence (Q9NZ08 whole entry, looked up): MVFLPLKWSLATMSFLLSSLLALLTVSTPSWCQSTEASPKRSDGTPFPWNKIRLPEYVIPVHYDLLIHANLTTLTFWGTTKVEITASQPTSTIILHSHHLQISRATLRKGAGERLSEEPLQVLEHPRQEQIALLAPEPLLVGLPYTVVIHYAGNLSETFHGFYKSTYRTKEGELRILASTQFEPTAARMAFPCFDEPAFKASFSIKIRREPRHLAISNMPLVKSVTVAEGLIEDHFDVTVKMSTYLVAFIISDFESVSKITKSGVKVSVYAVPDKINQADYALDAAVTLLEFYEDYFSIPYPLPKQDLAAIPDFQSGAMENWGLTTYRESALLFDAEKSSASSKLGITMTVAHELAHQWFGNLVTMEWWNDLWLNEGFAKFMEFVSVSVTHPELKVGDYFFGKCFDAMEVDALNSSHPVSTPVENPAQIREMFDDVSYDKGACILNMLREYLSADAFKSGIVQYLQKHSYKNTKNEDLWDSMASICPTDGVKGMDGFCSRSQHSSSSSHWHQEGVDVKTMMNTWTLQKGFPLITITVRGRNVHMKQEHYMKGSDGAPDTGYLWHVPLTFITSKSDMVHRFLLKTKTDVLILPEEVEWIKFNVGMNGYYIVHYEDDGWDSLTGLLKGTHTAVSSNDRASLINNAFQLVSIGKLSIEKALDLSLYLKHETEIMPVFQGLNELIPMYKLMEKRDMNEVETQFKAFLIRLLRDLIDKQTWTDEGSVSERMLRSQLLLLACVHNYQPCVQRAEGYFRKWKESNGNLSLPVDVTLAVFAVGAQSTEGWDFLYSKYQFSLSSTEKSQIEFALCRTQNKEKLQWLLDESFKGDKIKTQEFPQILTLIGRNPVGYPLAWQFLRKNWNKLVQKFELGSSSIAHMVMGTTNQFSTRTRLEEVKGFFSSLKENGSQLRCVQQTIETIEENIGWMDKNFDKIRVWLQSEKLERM
PAX8 reporter – PAX8 transcriptional activity inhibition | RMG-I TPO-luciferase reporter, SteadyGlo, 24 h | inhibition, % at 12.6 µM | 360,000 tested, 1.2% active | AID 652154;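 active means mean replicate inhibition at least 60% with every replicate also reaching 60%; inconclusive means only one of the two criteria is met; inactive means mean below 60% and not all replicates reaching 60%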;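 further: luciferase light reporting Pax8 driven TPO promoter activity; plate controls were median of neutral control wells for no effect and mitoxantrone controls for full effect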
PGC1a acetyl inh – lowers PGC1a acetylation signal in U2OS cells | AlphaScreen anti-acetyl-lysine; with virally co-expressed GCN5 acetyltransferase | inhibition, % at 15.6 µM | 350,000 tested, 0.17% active;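 active means every replicate shows inhibition of at least 40%; inconclusive means mean inhibition at least 40% but some replicate below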;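 further: 0% = neutral control wells and 100% = positive control wells; some results beyond the cut were filed as inactive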
LGR2 inh – inhibitors of bursicon-induced Drosophila LGR2 receptor cAMP signaling. HEK293 LGR2, CRE-luciferase, bursicon-stimulated, 4 h. inhibition, % at 9.99 µM. 380,000 tested, 0.35% active. AID 720647;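 active means drop in luminescence signal, shown as inhibition above about 50% in the replicate tests, limit read from the data, passing the limit was not always enough; inconclusive means probably only some replicates passing the limit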;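 further: agonist challenge used bursicon conditioned medium at about half maximal strength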
S100A4 inh HTS – blocks human S100A4 binding to myosin IIA peptide; S100A4/TAMRA-MyoIIA peptide fluorescence polarization; inhibition, % at 10.7 µM; 360,000 tested, 0.14% active; AID 652163;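 active means mean inhibition of at least 70% across replicates, with every replicate also reaching that level; inconclusive means mean inhibition reaches 70% but some replicates fall short; inactive means mean inhibition below 70%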
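assay system = human S100A4 monomer with TAMRA-labelled myosin IIA peptide | also added = labelled myosin peptide probe, 5 nM | incubation = 5 min between mix addition and reading | control set = DMSO and TFP controls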
PglD DTNB – PglD (C. jejuni) enzyme inhibition | purified PglD enzyme, DTNB colorimetric CoA detection | 360,000 tested, 0.098% active | AID 602405 | inhibition, % at 12.5 µM; in the data active means inhibition above about 16%, passing the limit was not always enough; inconclusive means no clear call, values can overlap the other calls; further: strong numbers were not always called active
FN deposition inh – fibronectin deposition inhibition; AH1F fibroblasts, Alexa488-fibronectin deposition fluorescence, overnight; inhibition, % at 12.6 µM; 350,000 tested, 0.086% active; AID 743247;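 active means mean inhibition across replicates of 30% or more, regardless of how many single replicates reach that level; inconclusive means mean under 30% yet at least half of replicates reach 30%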;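 further: positive control wells lacked labelled fibronectin entirely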
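Test system: AH1F fibroblast monolayer depositing Alexa488-labelled fibronectin into matrix. Input: 10000 cells per well. Technique: fluorescence, ex 485 nm, em 525 nm. Buffer or medium: DMEM plus 2% serum, read in PBS. Timing: 1 h cell adhesion before compound, then overnight fibronectin incubation. Compound: single dose, pinned. Read-out basis: inhibition from reduced deposited-fibronectin fluorescence.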
The depositor's hits bear a star; ? = inconclusive; / = no result given. Not all compounds are listed; the hit share may differ from the screen's.

Every second line gives: EWS-Fli block	ERAP1 inh	PAX8 reporter	PGC1a acetyl inh	LGR2 inh	S100A4 inh HTS	PglD DTNB	FN deposition inh
CC(=O)N1CC(=O)Nc2ccc(Br)cc2C1c1ccc(F)cc1 (stereo not given)
 : 9	-1	12	-14	6	-1	-4	2
COc1ccc(-n2nnnc2C(CCSC)N2CCC(n3c(=O)[nH]c4ccccc43)CC2)cc1 (stereo not given)
 : 9	-2	48	4	-3	-2	3	5
COC(=O)CC(=O)c1ccc2c(c1)OCO2
 : -6	0	-2	/	-6	-6	4	-4
COC(=O)C1=C(c2ccc(F)cc2F)C[C@@H]2CC[C@H]1N2C(=O)N1CCC(O)CC1
 : 4	2	-5	2	-18	0	6	16
O=C1NC(=S)SC1=Cc1ccc(N(CCCl)CCCl)cc1
 : 14	-1	-12	-1	-9	20	1	-7
COc1ccc(N2C(=O)/C(=C/C=C/c3ccccc3[N+](=O)[O-])C(=O)NC2=S)cc1
 : 17	-2	19	/	-16	-28	/	2
CN(c1ccc(OCC(=O)N2CCN(C/C=C/c3ccccc3)CC2)cc1)S(=O)(=O)c1cccs1
 : 16	-3	21	12	15	3	10	-4
CC(C)CC#Cc1ccc([C@H]2[C@H](CO)N3CCCCN(C(=O)Cc4ccccn4)C[C@@H]23)cc1
 : -2	/	7	1	-9	/	3	/
CCOC(=O)[C@]12Cc3ccccc3[C@H]1N(C1CCCCC1)C(=O)c1cc(OC)ccc12
 : 56*	13	49	/	?	1	/	/
CN1CCN(c2ccccc2N)CC1
 : /	/	23	16	/	/	-10	1
CC[C@H]1CN2CCC1C[C@@H]2[C@@H](O)c1ccnc2ccc(OC)cc12 (stereo not given in full)
 : 4	-2	-14	-5	3	-4	0	5
C/C=C/c1ccc([C@H]2[C@@H](CO)N3CCCCN(C(=O)Cc4cccnc4)C[C@@H]23)cc1
 : -9	4	-5	5	-15	4	3	1
Cc1ccc(CN2CCC3CCC(C3)C2)c(O)c1 (stereo not given)
 : 6	5	-8	16	/	1	3	/
COC(=O)[C@H]1[C@H](CO)[C@H]2Cn3c(ccc(-c4ccccc4F)c3=O)[C@@H]1N2C(=O)C1CCC1
 : 4	-2	/	/	-2	4	-3	/
Cc1cccc(N2C(=O)/C(=C/c3ccc(N4CCN(C)CC4)o3)C(=O)NC2=S)c1C
 : 5	4	-6	/	3	-107	/	2
CN1CCC2(CC1)N=C(c1ccc(F)cc1)C(=S)N2
 : 11	0	-6	/	-7	0	/	-2
Cc1ccc(N2C(=O)CC(=O)NC2=O)cc1Cl
 : 16	2	6	-5	9	-11	2	-13
O=c1[nH]c2ccccc2n1C1CCN(C(CCc2ccccc2)c2nnnn2C2CCCCC2)CC1 (stereo not given)
 : 0	/	0	7	94*	11	-4	/
COc1ccc(-n2c(O)c(/C=C3\C=Nc4ccc(Br)cc43)c(=O)[nH]c2=O)c(OC)c1
 : 17	-1	17	3	27	-21	-8	3
COc1ccc(C2CN(C)CC2C(=O)c2ccc(C)cc2)cc1Cl (stereo not given)
 : -4	-3	-5	/	10	-6	/	/

Twelve entries already listed, ordered by length of the SMILES, largest number first.
Every second line gives: EWS-Fli block	ERAP1 inh	PAX8 reporter	PGC1a acetyl inh	LGR2 inh	S100A4 inh HTS	PglD DTNB	FN deposition inh
COC(=O)[C@H]1[C@H](CO)[C@H]2Cn3c(ccc(-c4ccccc4F)c3=O)[C@@H]1N2C(=O)C1CCC1
 : 4	-2	/	/	-2	4	-3	/
CC(C)CC#Cc1ccc([C@H]2[C@H](CO)N3CCCCN(C(=O)Cc4ccccn4)C[C@@H]23)cc1
 : -2	/	7	1	-9	/	3	/
C/C=C/c1ccc([C@H]2[C@@H](CO)N3CCCCN(C(=O)Cc4cccnc4)C[C@@H]23)cc1
 : -9	4	-5	5	-15	4	3	1
CN(c1ccc(OCC(=O)N2CCN(C/C=C/c3ccccc3)CC2)cc1)S(=O)(=O)c1cccs1
 : 16	-3	21	12	15	3	10	-4
COc1ccc(-n2nnnc2C(CCSC)N2CCC(n3c(=O)[nH]c4ccccc43)CC2)cc1 (stereo not given)
 : 9	-2	48	4	-3	-2	3	5
Cc1cccc(N2C(=O)/C(=C/c3ccc(N4CCN(C)CC4)o3)C(=O)NC2=S)c1C
 : 5	4	-6	/	3	-107	/	2
COc1ccc(C2CN(C)CC2C(=O)c2ccc(C)cc2)cc1Cl (stereo not given)
 : -4	-3	-5	/	10	-6	/	/
O=C1NC(=S)SC1=Cc1ccc(N(CCCl)CCCl)cc1
 : 14	-1	-12	-1	-9	20	1	-7
CN1CCC2(CC1)N=C(c1ccc(F)cc1)C(=S)N2
 : 11	0	-6	/	-7	0	/	-2
Cc1ccc(N2C(=O)CC(=O)NC2=O)cc1Cl
 : 16	2	6	-5	9	-11	2	-13
Cc1ccc(CN2CCC3CCC(C3)C2)c(O)c1 (stereo not given)
 : 6	5	-8	16	/	1	3	/
CN1CCN(c2ccccc2N)CC1
 : /	/	23	16	/	/	-10	1

The results go on:
Every second line gives: EWS-Fli block	ERAP1 inh	PAX8 reporter	PGC1a acetyl inh	LGR2 inh	S100A4 inh HTS	PglD DTNB	FN deposition inh
Cc1cccc(C)c1-n1nnnc1C(C1CC1)N1CCC(n2c(=O)[nH]c3ccccc32)CC1 (stereo not given)
 : -4	/	14	-22	-3	8	2	/
COc1ccc(NC(c2ccccc2)P(=O)(Oc2ccccc2)Oc2ccccc2)cc1 (stereo not given)
 : 17	-8	-5	/	14	-3	/	-2
CN1CCN(c2cn[nH]c(=O)c2Cl)CC1
 : 4	0	11	31	22	3	1	21
Cc1cc(C)cc(-n2c(C)cc(/C=C3\C(=O)NC(=O)N(C)C3=O)c2C)c1
 : 1	-2	8	/	/	-9	/	5
COC(=O)C1=C(c2ccc(OC(F)(F)F)cc2)C[C@@H]2CC[C@H]1N2C(=O)NCCOc1ccccc1
 : 5	0	-1	/	28	3	1	7
O=C(Cn1cc(C(=O)c2ccccc2)c2ccccc21)NCc1ccco1
 : /	/	30	0	/	/	11	-5
Cc1cc(/C=C2\C(=O)NC(=O)N(c3ccc(F)cc3)C2=O)c(C)n1-c1cccc(C(=O)O)c1
 : -9	5	5	6	6	-24	2	-6
CCOC(=O)C1=Nc2ccccc2/C1=C\c1c(O)n(C)c(=O)n(C)c1=O
 : 16	/	4	?	/	-15	-1	-2
Cc1ccsc1C(=O)C1CCCN(Cc2cccc(OCCO)c2)C1 (stereo not given)
 : -6	-4	-2	-14	-18	-2	-1	0
CCN1C[C@]2(C)CC[C@H](O)[C@]34C1[C@H](C[C@H]23)[C@@]1(O)C[C@H](OC)[C@H]2C[C@@H]4[C@@H]1C2O (stereo not given in full)
 : -7	0	-13	/	-6	-17	6	-12
CCN(CC)C(=O)c1ccc(NC(=O)c2ccc(-n3cncn3)c([N+](=O)[O-])c2)cc1
 : -9	6	5	/	9	35	3	-3
